EBV gp42 block: Epstein-Barr virus gp42 inhibitors, primary screen, biochemical, uHTS, fluorescence polarization; actives 0.42% (n = 220,000); inhibition, % (tested at 21.74 µM); Glycoprotein 42 (Epstein-Barr virus (strain AG876)), Q1HVG2; Fluorescence polarization binding assay, mP read-out; in the data active = inhibition above about 50%
Target sequence (Q1HVG2 whole entry, looked up): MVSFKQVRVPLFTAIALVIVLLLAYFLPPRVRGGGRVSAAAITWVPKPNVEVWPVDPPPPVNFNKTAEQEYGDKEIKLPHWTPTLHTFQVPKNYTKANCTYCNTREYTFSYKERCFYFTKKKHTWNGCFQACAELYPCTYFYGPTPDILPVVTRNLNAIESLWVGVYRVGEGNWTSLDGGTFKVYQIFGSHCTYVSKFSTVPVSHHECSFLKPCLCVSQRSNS
zfTRPN1 agonist: zebrafish TRPN1 channel agonists, primary screen, cell-based, HEK293, calcium fluorescence; transient receptor potential cation channel N1 (TRPN1/NompC), Danio rerio; HEK293 zebrafish TRPN1-YFP, Fluo-8 calcium fluorescence; 100% = response to 87 µM carbachol; activation, % at 3 µM; actives 0.18% (n = 220,000);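 active = activation above its plate's cutoff, the mean activation of test wells on that plate plus 3 SD, cut at about 19% in these data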;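 also: 0% = DMSO alone and 100% = 87 µM carbachol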
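Control set: carbachol 87 µM as high control, DMSO as low control; system: HEK293 stable line with zebrafish TRPN1-YFP; read-out: % activation versus carbachol response; detection: intracellular calcium fluorescence with Fluo-8; doses: single test compound dose, 3 µM nominal, 0.3% DMSO; schedule: dye 1 h 37 °C plus 30 min RT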
thrombin 1536: human alpha-thrombin inhibitors, primary screen, counter-screen for coagulation protease inhibitor project, biochemical, 1536-well, fluorogenic AMC substrate | Prothrombin (Homo sapiens), P00734 | actives 0.26% (n = 220,000) | AID 1046, 2008 | inhibition, % at 5 µM | Boc-VPR-AMC fluorogenic substrate cleavage;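 active = inhibition at or above 40%; inactive = inhibition below 40%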;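 also: 0% = enzyme with no compound and 100% = wells without enzyme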
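Test system: human alpha-thrombin; medium: pH 7.5 Tris-saline with Tween 20; times: reaction at room temperature; signal: AMC fluorescence at 355 nm excitation and 460 nm emission; also added: Boc-VPR-AMC substrate, 15 µM final; dosing: one concentration per compound, 5 µM, with 0.2% DMSO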
Cl transport mod: KCC2 cotransporter modulators, thallium flux, primary screen, cell-based, HEK293 KCC2, FluoZin-2 fluorescence, MLSMR. actives 2.2% (n = 190,000). KCC2 cells, thallium flux FluoZin-2 fluorescence. Solute carrier family 12 member 5 (Homo sapiens), Q9H2X9. B-score of Tl+ flux slope (higher = more flux/activation; lower = inhibition) at 10 µM;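 active = thallium flux slope and its plate-corrected score both differing from the plate sample mean at a set confidence after two filtering rounds, in either direction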;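 also: slope of fluorescence scaled to starting intensity during 10 to 20 s after thallium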
Furin inhibitor: human furin inhibitors, primary screen, biochemical, fluorescence intensity. P09958. purified furin, fluorogenic substrate cleavage. inhibition, % at 30 µM. actives 0.061% (n = 220,000); in the data active = inhibition above about 25%; also: inactives centre near -15
TRPML3 ag: human TRPML3 channel agonists, primary screen, cell-based, HEK293 TRPML3-YFP, Fluo-8 calcium fluorescence, 3 µM. Mucolipin-3 (Homo sapiens), Q8TDD5. 100% = the carbachol control signal. activation, % at 3 µM. actives 0.29% (n = 220,000);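 active = activation above its plate's cutoff, the mean activation of the plate's test wells plus 3 SD, cut at about 12% in these data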;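 also: 0% = DMSO only wells and 100% = carbachol wells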
Target sequence (Q8TDD5 whole entry, looked up): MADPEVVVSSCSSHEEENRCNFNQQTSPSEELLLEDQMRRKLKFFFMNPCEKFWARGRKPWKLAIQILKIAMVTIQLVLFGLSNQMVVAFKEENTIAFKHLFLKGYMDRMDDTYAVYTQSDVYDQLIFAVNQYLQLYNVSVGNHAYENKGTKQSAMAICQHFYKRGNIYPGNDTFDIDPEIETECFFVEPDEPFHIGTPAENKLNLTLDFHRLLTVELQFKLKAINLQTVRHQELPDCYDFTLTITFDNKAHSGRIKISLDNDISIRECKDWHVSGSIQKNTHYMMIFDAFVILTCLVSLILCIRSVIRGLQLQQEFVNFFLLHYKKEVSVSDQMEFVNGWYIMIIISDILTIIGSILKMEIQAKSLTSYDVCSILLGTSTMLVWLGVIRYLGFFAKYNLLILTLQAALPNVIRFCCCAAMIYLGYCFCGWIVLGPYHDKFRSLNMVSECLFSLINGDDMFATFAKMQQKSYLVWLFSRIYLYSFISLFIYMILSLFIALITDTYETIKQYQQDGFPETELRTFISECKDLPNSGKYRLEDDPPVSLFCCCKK
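Test system – HEK293 line with stable expression of human TRPML3-YFP channel · Control set – carbachol 87 µM final as high control (100%), DMSO as low control (0%) · Signal – Fluo-8 calcium dye fluorescence, ex 470-495, em 515-575 nm · Incubation – 1-h 37 °C dye load, 5-s basal, 120-s post-compound reads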
Tb hexokinase: Trypanosoma brucei hexokinase 1 inhibitors, primary screen, biochemical, G6PDH-coupled NADH absorbance, MLSCN library. hexokinase 1 [Trypanosoma brucei]. recombinant TbHK1, G6PDH-coupled NADH A340. inhibition, % at 10 µM. actives 0.11% (n = 220,000). AID 1430, 2008;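 active = inhibition of 50% or more in the single-dose primary screen; inactive = inhibition below 50%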
PPC-1+TRAIL kill: compounds killing PPC-1 cancer cells with TRAIL present, primary screen, TRAIL potentiator project, ATPLite luminescence, uHTS; PPC-1 cells + TRAIL, ATPLite viability luminescence; cell killing (% activity), % at 4 µM; actives 0.41% (n = 220,000);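 active = cell killing above 50% in the first pass at 4 µM, then a duplicate retest at 5 µM averaging 50% or more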;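 also: plate controls were cells with TRAIL plus DMSO for no effect and medium-only wells lacking cells for full effect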
m-calpain inh: inhibitors of pig calpain II, primary screen, biochemical, fluorogenic peptide substrate, 1536-well. AID 1236, 2008. inhibition, % at 16 µM. actives 0.37% (n = 220,000). purified calpain II, 30 min;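 active = inhibition above about 50%, limit read from the data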
Numbers without * were called inactive; . = not tested or not shown; & = joins results of further samples; [ ] = dose if it differs, or a comment.

Sample of the layout, two compounds:
SMILES	EBV gp42 block	zfTRPN1 agonist	thrombin 1536	Cl transport mod	Furin inhibitor	TRPML3 ag	Tb hexokinase	PPC-1+TRAIL kill	m-calpain inh
Cc1noc(C)c1COc1ccc(CC(=O)NCc2ccccc2)cc1	-22	-1.3	4	0.12	-10	0.3	1	-3	4
Cc1cc(N(CN2CCCC2=O)C(=O)c2ccccc2)no1	-13	0.1	1	-0.89	-28	0.3	0	20	24

The listing (from the top)
SMILES	EBV gp42 block	zfTRPN1 agonist	thrombin 1536	Cl transport mod	Furin inhibitor	TRPML3 ag	Tb hexokinase	PPC-1+TRAIL kill	m-calpain inh
Cc1noc(C)c1COc1ccc(CC(=O)NCc2ccccc2)cc1	-22	-1.3	4	0.12	-10	0.3	1	-3	4
Cc1cc(N(CN2CCCC2=O)C(=O)c2ccccc2)no1	-13	0.1	1	-0.89	-28	0.3	0	20	24
C=CCN=C(NC#N)SCc1ccccc1Cl	9	-0.8	-4	-1.6	-8	0.0	23	2	4
O=C1COc2ccc(C(=O)COC(=O)/C=C/c3cccc(F)c3)cc2N1	-12	1.2	2	-0.83	-14	0.4	-5	19	17
Cn1nc(OC(=O)Nc2cccc(Cl)c2)cc1C(F)(F)F	-13	-1.2	5	1	-23[20 µM]	2.4	-7	-7	-1
Cc1cc(C)n(C2=NS(=O)(=O)c3ccccc32)n1	-5	1.4	-7	-0.38	-30[20 µM]	0.7	2	1	-24
Cc1cc(C)c(S(=O)(=O)NCCC2CCCN2C)c(C)c1 (stereo not drawn)	-13	1.9	-2	.	-6	0.1	9	12	7
Cc1cccc(N=C2NC(=O)CS2)c1	-17	-0.6	0	0.4	-10	0.5	1	2	-12
Cc1ccc2nc(Cl)c(C3CC(c4ccco4)=NN3S(C)(=O)=O)cc2c1 (stereo not drawn)	-5	-1.6	-8	-0.31	-4	0.5	-5	-9	-28
CC(=O)c1ccccc1NC(=O)COC(=O)c1ccc2c(c1)nc(C)n2-c1ccccc1	-7	0.8	0	-0.88	-12	0.1	29	5	-45
O=C(NCCCCO)C(F)(F)C(F)(F)C(F)(F)C(=O)NCCCCO	-11	-0.1	-2	1.4	-19	0.3	1	8	13
O=c1c2ccccc2nc(SCc2nc3ccccc3s2)n1Cc1ccco1	9	-0.4	-12	0.7	-19	0.2	-9	-3	1
CCOC(=O)Cc1csc(NC(=O)c2c(-c3c(Cl)cccc3Cl)noc2C)n1	-5	0.1	-2	-1.8	-9[20 µM]	0.1	-4	6	10
CCCc1cc(=O)[nH]c(SCC(=O)N2CCN(S(=O)(=O)c3ccc(C)cc3C)CC2)n1	1	2.2	-11	-0.23	-8	0.8	25	-9	3
O=C(CC1(O)C(=O)N(CCc2ccccc2)c2ccccc21)c1ccccn1 (stereo not drawn)	-1	1.5	-4	-0.25	-17	1.0	-2	13	-16
CCCCOc1ccc(C(=O)OCC(=O)Nc2cc(C)on2)cc1	-6	94*	-3	0.39	-13	88*	2	7	-17
CCOC(=O)c1ccc(N=c2sc(C(=O)OC)cc(=O)n2CCCN2CCOCC2)cc1	-6&-3	1.2	4&-7	0.42&0.034	-9&-13	0.4	-20&-28	0&2	-36&-2
CCOC(=O)N1CCN(S(=O)(=O)c2ccc(C(=O)Nc3ccc4c(c3)C(=O)NC4=O)cc2)CC1	-3	-0.1	-9	0.18	-29	1.2	32	29	-271
CN(C)/C=C/C(=O)c1ccc(Cl)cc1Cl	9	0.5	-2	-0.64	-16	1.7	-17	-3	21
Cc1n[nH]c(=S)n1/N=C/c1ccc(OCc2ccc(Cl)cc2)cc1	-18	-0.1	-1	-0.032	-18	-1.1	-8	7	0
CC1CCCN(C(=O)CN2CCC(c3nc4ccc(Cl)cc4[nH]3)CC2)C1 (stereo not drawn)	-18	0.6	-3	-0.18	-17	0.1	-7	8	11
CC1(C)CC(=O)C=C(Nc2ccc(S(N)(=O)=O)cc2)C1	-7	-0.5	0	0.16	-3[20 µM]	1.1	-47	39	13
Cc1ccccc1NC(=O)NCC1CCCO1 (stereo not drawn)	-9	1.6	-1	.	-18[20 µM]	0.7	3	10	10
COC(=O)c1cccnc1-n1c(=O)c2cccnc2n(CC(=O)Nc2ccc(Br)cc2)c1=O	-4	2.3	-5	0.096	-36	0.1	-9	10	-38
Clc1ccc(-c2csc(N/N=C\c3cccnc3)n2)cc1	-8	0.2	1	-0.31	-20	0.4	-5	4	-9
O=C(NCCCN1CCCC1=O)c1cccc(Oc2ccccc2)c1	0	0.1	-7	0.15	-28	0.2	-5	-3	-21
OC(CNCC1CCCO1)Cn1c2ccccc2c2ccccc21 (stereo not drawn)	-11	1.9	-13	0.0087	-15	0.3	2	23	-3
Cc1cc(C2C(C#N)=C(N)SC(N)=C2C#N)c(C)s1	-71	2.0	-8	-0.49	-12[20 µM]	1.8	-21	8	-29
COCCn1c(-c2ccc(C)cc2)nc2oc3cc(OC)ccc3c(=O)c2c1=O	-5	0.6	-1	-3.3	-9	-0.8	-33	7	15
COc1ccc(OC)c(NC(=O)c2cc3c(Cl)nc4ccccc4c3s2)c1	-11	1.7	7	-0.16	-10	0.6	5	6	-38
CC(=O)c1cccc(NC(=O)N2CCc3ccccc3C2)c1	-9	0.5	1	-0.1	-15[20 µM]	-0.2	-3	22	-2
Cc1ccc(S(=O)(=O)N2c3ccccc3NC(=O)C2CC(=O)Nc2ccccc2)cc1 (stereo not drawn)	-1	-0.5	4	-0.045	-28	0.8	0	16	-25
Cc1occc1C(=O)Nc1cccc(C(=O)NCc2ccccc2)c1	0	2.0	-2	-2	-21[20 µM]	-0.5	0	22	21
Cc1ccc(S(=O)(=O)Cc2nc3ccccc3c(=O)[nH]2)cc1	-6	1.0	-5	.	-22[20 µM]	0.7	7	8	-14
O=c1c2sccc2nc(SCc2cc(=O)n3cc(Br)ccc3n2)n1Cc1ccccn1	2	-0.2	-8	-1.7	6	-0.1	-8	-4	30
CCOC(=O)N1CCC(NC(=O)c2cc(S(=O)(=O)N(CC)CC)ccc2F)CC1	0	1.3	-11	0.69	4[20 µM]	0.7	-3	3	-43
O=C(O)CCc1nnc(SCC(=O)Nc2cccc(C(F)(F)F)c2)[nH]c1=O	-12	-0.1	-4	0.85	-25	0.7	2	0	-7
CC(=O)c1cn(-c2ccc(Cl)cc2)c(=O)n(Cc2ccc(Br)cc2)c1=O	-9	0.8	-9	0.78	-21	0.5	-6	12	-22
CCOC(=O)C1=C(C)NC(C)=C(C(=O)OCCNC(=O)c2cccnc2)C1c1cccc([N+](=O)[O-])c1 (stereo not drawn)	-4	-0.4	9	-1.1	2	-0.9	-5	15	21
CN(C)CCN1C(=O)c2oc3ccc(Cl)cc3c(=O)c2C1c1cccc(Br)c1 (stereo not drawn)	-8	2.1	-3	-0.003	-5[20 µM]	0.3	1	8	-10
COc1ccc(C(=O)NC(=O)NC2(C(Cl)(Cl)Cl)OCCO2)cc1	0	0.8	2	0.091	-32	1.4	2	4	-7
O=C(CCc1nnc(C2CCCCC2)o1)NCc1cccc(-n2cccn2)c1	-3	-0.7	-5	.	-25	1.1	2	14	-1
COc1ccccc1N1CCN(C(=O)c2cc(-c3ccc4c(c3)OCO4)on2)CC1	-15	0.5	-15	-0.16	-19	0.3	2	8	22
CCOC(=O)C1CCCN(c2nc3ccccc3nc2C(C#N)C(=O)OC(C)C)C1 (stereo not drawn)	-5	-0.6	-3	-0.053	-3	0.9	-9	-9	20
CCn1cc(S(=O)(=O)Nc2ccc3c(c2)OCCO3)cn1	-2	1.8	-3	1.4	-13	0.2	-6	4	10
COc1ccc(-c2nnc3c4ccccc4c(C)nn23)cc1S(=O)(=O)N1CCN(CCO)CC1	-6	1.3	-1	1.1	-16[20 µM]	0.5	-19	10	-19
c1ccc(CN2CCOCCOCCOCCOCCOCCOCC2)cc1	-8	1.7	1	0.079	-28	0.1	-2	9	-1
Cc1nnc(SCc2nc3sc(C(=O)O)c(C)c3c(=O)[nH]2)s1	5	-0.1	1	0.85	-15	-0.3	-18	13	-13
CCOC(=O)c1ccc(N2Cc3ccccc3C2=N)cc1	-5	0.9	-8	0.2	-7[20 µM]	-0.1	0	20	-4
CCN(CC)CCn1cnc2c1c(=O)n(CCOC(=O)c1cc(OC)c(OC)c(OC)c1)c(=O)n2C	-12	-0.3	1	-0.18	-13	0.9	-4	14	-7

(more compounds)
SMILES	EBV gp42 block	zfTRPN1 agonist	thrombin 1536	Cl transport mod	Furin inhibitor	TRPML3 ag	Tb hexokinase	PPC-1+TRAIL kill	m-calpain inh
Cc1cc(C)cc(C(=O)NCC(=O)OCC(=O)Nc2ccc(C)cc2Br)c1	-14	-3.6	0	-2.6	-28	-1.1	-2	2	-22
O=C(Cc1ccc(F)cc1)OCn1nnc2ccccc2c1=O	-8	-0.1	-1	-0.28	-25	0.8	-10	-5	-13
COc1ccc(C(=O)CSc2nc(C)cc(=O)[nH]2)cc1	-5	0.0	-3	1.4	9	0.0	4	-10	-14
Cc1ccccc1-c1ncc(CN2CCC(CO)(CCCc3ccccc3)CC2)cn1	-1	4.4	-3	-1.3	-26	3.1	-8	0	-17
CCCCn1c(=O)c(C(=O)OCC)c(O)c2ccccc21	0	-0.6	-3	-1.3	-27	0.8	4	13	-58
CC(=O)C1C(c2cn(-c3ccccc3)nc2-c2cccs2)NC(=O)NC1(O)C(F)(F)F (stereo not drawn)	3	0.3	2	-2.7	-13	0.2	19	0	13
COCCn1c(-c2cccs2)nc2nc3ccccc3nc21	-24	0.8	1	1.2	-127	-0.2	-32	-2	-312
CC(C)CC(NC(=O)C1CCC(C)CC1)C(=O)Nc1cccnc1 (stereo not drawn)	-4	0.0	-1	0.018	-13	-0.2	0	9	-8
O=C(NCc1ccccc1Cl)C1CCCO1 (stereo not drawn)	-14	0.3	-5	-0.01	-27	0.8	4	3	-26

An excerpt from above in order of their number in Furin inhibitor, highest first:
Compound,EBV gp42 block,Cl transport mod,Furin inhibitor,TRPML3 ag,Tb hexokinase,m-calpain inh
COc1ccc(C(=O)CSc2nc(C)cc(=O)[nH]2)cc1,-5,1.4,9,0.0,4,-14
CC(C)CC(NC(=O)C1CCC(C)CC1)C(=O)Nc1cccnc1 (stereo not drawn),-4,0.018,-13,-0.2,0,-8
Cc1ccccc1-c1ncc(CN2CCC(CO)(CCCc3ccccc3)CC2)cn1,-1,-1.3,-26,3.1,-8,-17
CCCCn1c(=O)c(C(=O)OCC)c(O)c2ccccc21,0,-1.3,-27,0.8,4,-58
Cc1cc(C)cc(C(=O)NCC(=O)OCC(=O)Nc2ccc(C)cc2Br)c1,-14,-2.6,-28,-1.1,-2,-22
COCCn1c(-c2cccs2)nc2nc3ccccc3nc21,-24,1.2,-127,-0.2,-32,-312

Screens from PubChem.
